Assay outcomes (PubChem BioAssay)
TWEAK Fn14 block – TWEAK-Fn14 signaling inhibition | TWEAK-stimulated Fn14 reporter cells, luciferase luminescence, 8 h | inhibition, % at 10 µM | actives 2% (n = 360,000) | AID 1159606; in the data active means inhibition above about 50%
TRPM1 prom inh – MITF TRPM1 promoter inhibition in SK-MEL-5 cells; SK-MEL-5 TRPM1 promoter luciferase, 24 h; inhibition, % at 12.5 µM; actives 0.83% (n = 330,000);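 active means mean inhibition across replicates of 60% or more, whatever share of single replicates reaches that level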; further: values of inactives mirror those of a sister screen read the other way
HIF-2a block – inhibitors of HIF-2a | 786-0 RCC cells HIF-2a reporter, luciferase luminescence, overnight | inhibition, % at 18.8 µM | actives 0.72% (n = 360,000);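 active means inhibition of the luminescence signal of 40% or more relative to plate controls, in a single-dose primary screen at 18.75 µM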
CF NFkB inh – cystic fibrosis NF-kB activation inhibition. AID 588850. KKLEB NF-kB-GFP reporter, PAF-induced, GFP fluorescence overnight. actives 0.86% (n = 360,000). inhibition, % at 5 µM;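 active means at least 50% inhibition at 5 µM, scaled per plate between neutral and stimulator controls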;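 further: PAF is a Pseudomonas aeruginosa culture filtrate used as stimulus; plate controls were PAF-stimulated DMSO wells for no effect and unstimulated DMSO wells for full effect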
Peg3 promoter – Peg3 promoter activity inhibition; actives 1.7% (n = 360,000); HeLa PEG-Prom luciferase reporter, luminescence, overnight; inhibition, % at 20 µM; AID 588405;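 active means inhibition of at least 50% at 20 µM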
KKLEB cytotox – reduces viability of KKLEB cystic fibrosis airway cells; KKLEB CF airway cells viability, ATPlite luminescence, overnight; stronger effect = lower value; cells stimulated with P. aeruginosa culture filtrate; activity change (cytotoxicity), % at 5 µM; actives 0.36% (n = 360,000); AID 602141;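 active means corrected activity change at or below -50% at 5 µM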
NR2E3 ag-1 – activates human photoreceptor nuclear receptor NR2E3 | GST-NR2E3/biotin-RetCOR TR-FRET, 1536-well | inhibition of corepressor binding, % at 4.78 µM | actives 0.12% (n = 320,000) | AID 2300;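 active means percent inhibition above the cutoff of mean plus 3 SD of all tested compounds, set per screening campaign, cut at about 20% in these data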;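 further: 0% = DMSO wells and 100% = biotin wells as full block of FRET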
Target sequence (Q9Y5X4 whole entry, looked up): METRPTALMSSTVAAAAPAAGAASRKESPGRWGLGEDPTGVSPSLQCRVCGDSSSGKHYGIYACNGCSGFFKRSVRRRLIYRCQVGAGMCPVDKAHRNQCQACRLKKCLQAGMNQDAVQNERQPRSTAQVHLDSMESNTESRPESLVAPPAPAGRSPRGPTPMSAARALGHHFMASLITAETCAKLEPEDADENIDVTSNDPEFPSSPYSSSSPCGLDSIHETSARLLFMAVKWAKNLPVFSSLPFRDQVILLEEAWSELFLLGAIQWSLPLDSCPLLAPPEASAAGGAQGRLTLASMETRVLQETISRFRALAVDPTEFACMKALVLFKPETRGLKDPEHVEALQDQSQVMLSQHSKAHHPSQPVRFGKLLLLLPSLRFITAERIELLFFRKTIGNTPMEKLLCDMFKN
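System: GST-tagged NR2E3 plus biotinylated RetCOR corepressor; Amount: 1.35 nM GST-tagged NR2E3 final; Dosing: single nominal compound dose of 4.8 µM; Schedule: 5 h incubation at 4 °C; Technique: TR-FRET with europium anti-GST and streptavidin-D2, 340 nm excitation; Controls: biotin wells as high control, 0.6% DMSO wells as low control.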
NR2E3 ag-2 – activates human NR2E3 receptor; inhibition of corepressor binding, % at 3.98 µM; actives 0.35% (n = 360,000); CHO-S Gal4-NCOR/VP16-NR2E3 two-hybrid, luciferase; AID 602229; Q9Y5X4;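 active means inhibition above the mean of all tested compounds plus 3 SD, cut at about 70% in these data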;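 further: 0% = DMSO with NR2E3 transfected cells and 100% = cells lacking NR2E3 construct; higher means lower luciferase signal from less NR2E3 corepressor binding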
C8 TRAIL sens – sensitizes caspase-8 expressing cells to TRAIL; actives 1% (n = 360,000); NB7+C8 cells + TRAIL, ATPlite viability luminescence; inhibition (viability loss, TRAIL sensitization), % at 10 µM;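 active means compounds causing at least 50% loss of cell viability in the single-dose screen, relative to plate controls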
Shn3 inh set2 – inhibitors of Schnurri-3 3'UTR reporter in osteoblasts; inhibition, % at 12.5 µM; Clone20 osteoblast Shn3 3'UTR firefly luciferase, 24 h; actives 0.52% (n = 360,000);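 active means mean inhibition of at least 75% with every replicate also reaching 75%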;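 further: 0% = median of neutral control wells and 100% = pilot-screen positive control compound; some compounds past the cut are filed as inactive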
TROY NFkB inh – TROY signaling inhibition | inhibition, % at 10 µM | actives 0.98% (n = 360,000) | Q293 LMP1-TROYcd NF-kB luciferase reporter, 4 h;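 active means compounds whose plate-normalised and pattern-corrected inhibition of the luciferase reporter signal at the single screening dose is 50% or more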
Active calls of the source: *; . = not tested or not shown. Only part of the results is shown. The share of hits here may be higher or lower than overall.

Values in the order: TWEAK Fn14 block, TRPM1 prom inh, HIF-2a block, CF NFkB inh, Peg3 promoter, KKLEB cytotox, NR2E3 ag-1, NR2E3 ag-2, C8 TRAIL sens, Shn3 inh set2, TROY NFkB inh
1) CC(=O)c1cccc(OCC(O)CN2CCN(S(=O)(=O)c3c(F)cccc3F)CC2)c1 (configuration not stated)
    6, 12, 8, -7, 15, 7, 2, -2, -13, 11, 16
2) CC(=O)c1ccc(N2CCN(CC(=O)NC(=O)NCc3ccccc3)CC2)cc1
    -6, -1, 11, 4, 17, 2, 2, 8, 1, -2, 6
3) O=C(CC[C@H]1O[C@@H](n2ccc(=O)[nH]c2=O)[C@H](O)[C@@H]1O)NCC(c1ccccc1)c1ccccc1
    3, ., 12, 15, 9, 3, ., -7, -31, -13, -3
4) CC(/C=C/c1ccccc1)=N/NC(=O)C(O)c1ccccc1 (configuration not stated)
    -32, -48, -51, 16, -64, 9, 2, 6, 0, -32, -12
5) CCN(C(=O)Cn1cc(C(=O)C(=O)N2CCOCC2)c2ccccc21)c1ccccc1
    -6, 1, 11, 15, -3, -11, 0, -6, 0, 6, 12
6) CN(C(=O)c1cccc(NC(=O)Cc2cccc(NC(=O)C3CCCN(C(=O)c4ccccc4)C3)c2)c1)C1CC1 (configuration not stated)
    -11, 10, 13, -2, 5, 22, ., -11, -2, 2, -1
7) Nc1ccn([C@@H]2O[C@H](CNS(=O)(=O)c3cc4ccccc4s3)[C@@H](O)[C@H]2O)c(=O)n1
    -2, ., -6, 4, 11, -13, ., -9, -12, -13, 2
8) O=C(NCC(=O)N1CCN(c2ccccc2F)CC1)c1cccs1
    -8, -19, -74, -14, -57, 11, 0, -67, 4, -13, -33
9) CC(C)(Cc1nc2ccccc2[nH]1)C(=O)O
    8, 11, 7, -9, 5, 4, -2, 18, -1, 2, -10
10) CC(Cc1cccs1)NC(=O)NC1CCCCC1 (configuration not stated)
    8, -66, -156, 0, -200, -11, 3, -39, -10, -49, -72
11) O=C(Nc1ccccc1C(=O)N1CCCCC1)c1ccccc1C(F)(F)F
    0, 8, 5, 2, 7, 16, 3, -5, -3, 1, 7
12) COc1ccc(C(C)=O)cc1Cn1c(C)c(C(=O)NCc2cccc(C)c2)sc1=O
    -32, ., -5, 19, -5, -13, ., 17, -13, 6, -5
13) CCN(C(=O)COc1ncnc2scc(-c3ccc(F)cc3)c12)C1CCS(=O)(=O)C1 (configuration not stated)
    -4, 1, 6, 4, 4, -2, 3, -12, 2, 6, -4
14) COc1cccc2c1C(=O)c1c(O)c3c(c(O)c1C2=O)CC(O)(C(=O)CO)CC3OC1CC(N(C)C)C(O)C(C)O1 (configuration not stated)
    97*, 69*, 38, 76*, 93*, -37, ., 101*, 49, 97*, 57*
15) CN(CC(=O)N1CCc2ccccc21)S(=O)(=O)c1ccc(Br)s1
    -2, 7, -99, 8, -54, -3, 0, -18, 6, -13, -20
16) O=c1[nH]c2ccsc2c(=O)n1-c1ccc(F)c(Cl)c1
    19, 8, -1, -8, -10, 2, 1, -3, 1, 5, -6
17) CCOC(=O)N1CCN(C(=O)c2cn(CC)c3ccc(S(=O)(=O)N4CC(C)CC(C)C4)cc3c2=O)CC1 (configuration not stated)
    12, 8, 8, 16, 13, 3, -1, 0, -8, 0, 16
18) CC1=C(C(=O)Nc2cc(C(=O)N3CCC(C)CC3)ccc2C)SCCO1
    4, 1, -8, 19, -26, -4, 0, 6, -14, -2, -13
19) CC(=O)Nc1ccc(NC(=O)C(C)OC(=O)CCc2c[nH]c3ccccc23)cc1 (configuration not stated)
    14, 0, 3, 15, 5, 1, -1, 16, -11, 4, -4
20) CCCn1nnnc1SCC(=O)NCc1ccc(OC)cc1
    -9, 6, 5, 5, 6, 1, 3, -12, -3, 0, 11
21) Cc1ccccc1CC1(CO)CCCN(C(=O)CCN2CCCO2)C1 (configuration not stated)
    -12, -39, -101, -5, -76, 0, 1, -48, 0, -8, 1
22) Cc1ccccc1CC(=O)NC1CCCCCC1
    87*, -4, -3, -6, -6, -3, 6, 12, 2, 18, -21
23) Cc1nnc(SCC(=O)N2CCN(c3ccccc3)CC2)n(N)c1=O
    25, 9, 9, -4, 8, 2, 4, 8, 22, 11, 17
24) CCc1ccc(NC(=O)N(C2CCC(C)CC2)C2CCN(C(C)=O)CC2)cc1 (configuration not stated)
    -14, -21, -53, -19, -5, 4, 4, -41, 7, -35, -73
25) CC(C)C(=O)Nc1cccc(-c2cnc3ccccc3n2)c1
    10, -81, -216, 2, -189, 3, -3, -129, -5, -30, -21
26) CN(Cc1ccccc1)S(=O)(=O)c1cccc(C(=O)O)c1
    -12, 6, 18, 7, 9, -1, 4, 12, 1, -4, 12
27) C=CCn1c(SCc2csc(C)n2)nc2sc3c(c2c1=O)CCCC3
    10, 4, 22, 13, 21, -14, 4, 1, 23, 43, 22
28) CCOC(=O)N1CCN(C(=O)COc2ccccc2Cl)CC1
    -2, 8, 15, 3, -3, -5, 2, -9, 1, 1, 4
29) CNC(=S)N/N=C(\C)c1ccc(Cl)s1
    -9, -18, -14, -6, -9, -4, -5, -2, 1, 9, -26
30) CCOc1cccc(C2C(C#N)=C(N)Oc3cc(C)oc(=O)c32)c1OCC (configuration not stated)
    -10, 11, -9, -2, -20, 2, 0, -9, -4, 6, 4
31) O=c1cc(CN2CCN(c3ccccc3)CC2)c2ccccc2o1
    4, ., 9, 14, -4, -8, ., -15, 9, 2, 18
32) CCOC(=O)/C(C#N)=C/c1ccc(SC)cc1
    10, -7, 8, 0, 4, 7, 2, 11, -7, -22, -36
33) O=C(COC(=O)c1cc2c(s1)CCCC2)Nc1ccc(Cl)cn1
    -3, -22, 16, 6, 8, -16, 0, -24, -7, 8, 0
34) CCCCOc1ccc(C2/C(=C(/O)c3ccc4c(c3)CC(C)O4)C(=O)C(=O)N2CCCN2CCOCC2)cc1OC (configuration not stated)
    8, -30, 7, 2, 13, 10, 3, -28, -7, -10, 15
35) CCOC(=O)c1ccc(NC(=O)C2CC(O)CN2S(=O)(=O)c2ccc(C)cc2)cc1 (configuration not stated)
    6, -5, 3, 18, 1, -14, ., 2, 0, -61, 4
36) COc1ccccc1/C=C1\Oc2cc(OC(=O)N3CCOCC3)ccc2C1=O
    -5, -24, -82, 20, -40, -11, 2, -3, -1, -20, -13
37) Cc1ccccc1OCC(=O)NNC(=O)CCc1ccccc1
    19, 0, 7, -12, -5, 1, 2, -1, -7, 7, -13
38) COc1cccc(CNc2ccc3c(c2)ncn3C)c1OC
    12, -27, -84, 7, -36, -2, ., -15, -1, -24, -4
39) COC(=O)c1[nH]c2cccc(OC)c2c1NC(=O)CCN1CCC(C)CC1
    10, 12, 12, 15, 10, -2, 1, -19, -15, 1, 17
40) CN(C)CCNC(=O)c1cccc2c(-c3ccc(F)c(F)c3)coc12
    7, ., -4, 4, 15, -6, ., -54, -5, 12, -32
41) CCOC(=O)C1CCN(Cc2cc(C(C)C)c(O)c(C(C)C)c2)CC1
    2, 4, 9, 14, -4, -2, 5, 7, 4, 45, 15
42) CC(=O)c1cccc(NS(=O)(=O)c2cc3c(cc2C)NC(=O)CO3)c1
    -10, 2, 6, 12, 2, -12, 0, 8, 8, 1, -9
43) O=C(NCc1cccs1)c1ccc(CS(=O)(=O)c2ccc(Cl)cc2)o1
    13, -5, -2, 16, 11, -11, -1, 13, -3, -3, 0
44) CCOc1ncccc1C(=O)Nc1ncc(C)s1
    -2, 5, -87, -10, -48, 3, -1, -15, -3, -1, -26
45) O=C(CSC1=NCCN1)NC(c1ccccc1)c1ccccc1
    49, 22, 7, 7, -6, 30, 2, -27, -4, -96, 3
46) Cc1ccc(NC(=O)CN(C)C(=O)c2n[nH]c(=O)c3ccccc23)cc1
    1, 7, 2, -13, 8, 3, -2, 23, -14, -24, -1
47) O=C(CSc1nnc2ccccn12)Nc1ccccc1[N+](=O)[O-]
    4, ., 1, 28, -9, 10, ., -18, -19, 0, -15
48) COC(=O)C1CCN(Cc2nnc(-c3ccccc3)o2)CC1
    1, -18, -48, -27, -12, 8, 2, -4, -3, -11, -22
49) COc1ccc(F)cc1-c1cc(C(=O)Nc2ccc(C)c(NS(C)(=O)=O)c2)[nH]n1
    26, ., -38, -20, 23, 2, ., -14, 24, -17, 21
50) COc1ccc(S(=O)(=O)N2CCC(C(=O)NCc3ccncc3)CC2)cc1OC
    -1, 4, -3, 26, 10, 4, 0, -17, -7, -12, 2
51) CC(C)CC(NC(N)=O)C(=O)NCCc1ccc(Cl)cc1 (configuration not stated)
    -1, -7, 18, 15, 1, -7, -1, -5, -7, -3, -9
52) Cc1cccc(C(=O)NC(=S)NCc2cccnc2)c1
    -5, -8, 16, 15, 0, -4, -2, -31, -7, -39, 5
53) COCc1cc(C)nc2sc(C(=O)Nc3ccccc3F)c(N)c12
    -33, -57, -225, 2, -95, -2, 1, -48, 7, -59, -49
54) O=C(O)CCCCCNC(=O)c1ccccc1
    -8, 1, 7, 5, 17, 2, 1, -14, -10, 15, -5
55) Cc1ccc2nc(-c3ccco3)c(Nc3ccccc3)n2c1
    5, -5, -35, -24, 2, 11, -2, 1, 8, -19, -60
56) CC(C)CN(C(=O)COC(=O)C1CC1)c1c(N)n(Cc2ccccc2)c(=O)[nH]c1=O
    -1, -1, -4, -14, 4, 12, -4, -17, -3, -8, 8
57) N#Cc1ccccc1CN1C(=O)NC2(CCCCCC2)C1=O
    12, -4, 17, 12, 4, 8, 0, 8, 0, -8, 1
58) CN(CCOc1ccc(Cl)cc1)CC(O)c1ccccc1 (configuration not stated)
    9, -7, 6, 0, 3, 3, -1, 22, -3, -2, -11
59) COc1cc(NC(=O)c2sc3ncn(CC(=O)N4CCCC(C)C4)c(=O)c3c2C)cc(OC)c1OC (configuration not stated)
    6, -9, 7, 14, 1, 5, 0, 18, -14, -12, -8
60) CCc1ccc(C(=O)CSc2nc(N)cc(=O)[nH]2)cc1
    -11, -3, -23, -1, 10, -5, 4, 2, -9, -4, -19

Next compounds follow.
Values in the order: TWEAK Fn14 block, TRPM1 prom inh, HIF-2a block, CF NFkB inh, Peg3 promoter, KKLEB cytotox, NR2E3 ag-1, NR2E3 ag-2, C8 TRAIL sens, Shn3 inh set2, TROY NFkB inh
61) OC(COCc1ccc2c(c1)OCO2)CN1CCCCC1 (configuration not stated)
    -22, 11, 8, 4, 5, -1, 3, 31, -5, -20, 8
62) O=C(CCNC(=O)c1ccc(Br)cc1)Nc1cccc(S(=O)(=O)N2CCCCCC2)c1
    -4, 19, 3, -31, 4, 9, 0, -28, 2, -5, 18
63) Cc1ccc(C(=O)Nc2nc3ccccc3n2CCN2CCCC2)cc1
    1, -42, -176, -8, -216, 1, 1, -158, 39, -60, -6
64) CCc1nnc(NC(=O)c2nc(S(=O)(=O)Cc3cccc(C)c3)ncc2Cl)s1
    97*, 76*, 85*, 90*, 109*, -90*, 7, 39, 98*, 97*, 46
65) O=C(NC(c1cccnc1)c1ccc2c(c1)OCO2)C1CCN(CCOc2ccc(Cl)cc2Cl)CC1 (configuration not stated)
    -8, ., -19, -4, 10, -3, ., -6, -10, -12, 6
66) CCC(c1nnc(SCC(=O)N2CCOCC2)n1C1CCCCC1)N(C)C (configuration not stated)
    1, -2, 13, 8, 0, -14, -3, -14, -8, -39, -20
